# Compound activity (PubChem BioAssay)
# GAA glycogen mod – qHTS Assay for Inhibitors and Activators of Human alpha-Glucosidase Cleavage of Glycogen. Lysosomal alpha-glucosidase (Homo sapiens), P10253. recombinant GAA, glycogen substrate, Amplex Red glucose oxidase fluorescence. Potency, µM (series often up to 76.4 µM), for the others: at the top dose activity change, negative = inhibition, usual class: inhibitors. actives 0.38% (n = 300,000). AID 2100, 2009;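 further: 0% = full enzyme reaction and -100% = no-enzyme basal signal; the screen sought inhibitors and activators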
#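 Natural-substrate format: glycogen cleavage by 4 nM human enzyme, glucose read by Amplex Red coupling (Ex 573, Em 610 nm). Normalized to enzyme and no-enzyme controls.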
# HttQ103 aggreg – qHTS Multiplex Assay to Identify Dual Action Probes in a Cell Model of Huntington: Aggregate Formation (GFP) | PC12 HttQ103-GFP aggregates, Acumen cytometry, 40 h | Potency, µM (doses to about 46.1 µM), without a hit: at the top dose activity change, negative = inhibition, usual class: inhibitors | actives 1.1% (n = 220,000) | AID 1688, 2009; further: on the % scale 0 is the no-effect control and ±100 the full control effect; nearly all actives have a fitted effect of over 60% in size
#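 Inducible Q103 Huntingtin exon 1–GFP PC12 line, 1500 cells/well in phenol red free DMEM with 5% equine and 5% calf serum. Tebufenozide 100 nM induced expression; compounds titrated; aggregates quantified by cytometry.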
# IMPase Li cell – qHTS Assay for Identifying the Cell-Membrane Permeable IMPase Inhibitors: Potentiation with Lithium | CHO-M1 cells, IP1 TR-FRET (IP-One), carbachol + lithium | Potency, µM (titrated, usually from 59.4 µM), inactives show top-dose activity, negative = IMPase inhibition, actives largely listed as inhibitors | actives 0.35% (n = 210,000) | AID 1457, 2008;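 further: IP1 builds up when IMPase is blocked and the TR-FRET signal falls; plate controls were basal vehicle for no effect and high inhibitor control for full effect; nearly all actives have a fitted effect of over 50% in size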
#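 Concentration–response in CHO-M1 cells, lithium-potentiated; 30 min at 37C. IP1 detected by competitive TR-FRET after 10 min lysis at RT. Hill-fitted AC50.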
# GAA inhib – qHTS Assay for Inhibitors of Human alpha-Glucosidase as a Potential Chaperone Treatment of Pompe Disease; purified human GAA, 4-MU-alpha-glucoside fluorescence; actives 0.005% (n = 200,000); Lysosomal alpha-glucosidase (Homo sapiens), P10253; Potency, µM (top dose mostly 76.9 µM), for the others: at the highest dose activity change, negative = inhibition, most hits filed as inhibitors;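 further: plate controls were uninhibited enzyme wells for no effect and no-enzyme background for full effect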
#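 Endpoint fluorogenic read: 20 min room-temperature reaction of 4 nM human alpha-glucosidase with 400 uM 4-methylumbelliferyl-alpha-D-pyranoside, pH 5.0, quenched with 1M NaOH/1M glycine pH 10. AC50 from Hill modeling.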
# GoLoco inh red – qHTS Assay for Inhibitors of RGS12 GoLoco Motif Activity (Red Fluorophore). Potency, µM (highest dose often 61.6 µM), inactives show top-dose activity, negative = inhibition, most hits filed as inhibitors. Guanine nucleotide-binding protein G(i) subunit alpha-1 (Homo sapiens), P63096. Gai1:RGS12 GoLoco peptide FP, rhodamine, 10 min. actives 0.44% (n = 230,000); active means well fitted inhibition curve with a large enough effect, not every such curve was filed as active; inactive means no such curve, though single readings can be large or run the other way; further: on the % scale 0 is the no-effect control and ±100 the full control effect; nearly all actives have a fitted effect of over 30% in size; many of its hits are not listed in these tables
# Target sequence (P63096 whole entry, looked up): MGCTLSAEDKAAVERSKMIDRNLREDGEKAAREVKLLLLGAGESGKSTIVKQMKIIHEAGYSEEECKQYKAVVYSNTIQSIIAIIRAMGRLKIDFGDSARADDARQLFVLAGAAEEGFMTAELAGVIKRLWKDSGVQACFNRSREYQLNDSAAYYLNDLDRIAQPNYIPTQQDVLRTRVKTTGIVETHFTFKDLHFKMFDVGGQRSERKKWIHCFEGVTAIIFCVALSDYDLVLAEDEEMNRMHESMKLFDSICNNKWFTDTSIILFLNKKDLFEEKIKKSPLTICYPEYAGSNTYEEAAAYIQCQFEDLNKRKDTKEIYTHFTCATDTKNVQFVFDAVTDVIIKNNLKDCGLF
# GAA spleen mod – qHTS Assay for Inhibitors and Activators of Human alpha-Glucosidase From Spleen Homogenate | Lysosomal alpha-glucosidase (Homo sapiens), P10253 | human spleen homogenate, 4-MU-alpha-glucoside fluorescence | Potency, µM (doses to about 79.9 µM), for inactives: at the top dose activity change, negative = inhibition, actives largely listed as inhibitors | actives 0.006% (n = 240,000) | AID 2112, 2009;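 further: 0% = enzyme with vehicle and -100% = no enzyme basal signal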
#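 Enzyme source: human spleen homogenate, 1 ug/well. Buffer 50 mM citric acid/K phosphate pH 5.0, 0.01% Tween-20. 4-MU-alpha-glucoside 1 mM; 37 C x 40 min; NaOH/glycine stop; fluorescence.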
# HTT ATP protect – qHTS Multiplex Assay to Identify Dual Action Probes in a Cell Model of Huntington: Cytoprotection (ATP); Potency, µM (series often up to 56.4 µM), for inactives: cytoprotection (ATP increase), most hits filed as activators; actives 0.14% (n = 230,000); AID 1471, 2008; PC12 HTT-Q103 induced, cytoprotection, ATP luminescence, 40 h;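 further: % of control where 0% means no effect; nearly all actives have a fitted effect of over 45% in size; toxic huntingtin expression switched on by the ecdysone agonist tebufenozide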
#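 Huntington model: PC12 line, ecdysone-inducible HTTQ103 exon1–GFP, tebufenozide 100 nM. Test articles in a dose series. Endpoint luminescence from cellular ATP.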
# Numbers without * were called inactive; ? = inconclusive; · = not tested or not shown; [ ] = another dose, or the depositor's remark. Unless noted, the call rests on the fitted dose curve; in most records, active means well fitted curve in the direction sought with a large enough effect; inconclusive means small, poorly fitted or top-dose-only effect, or another doubt; inactive means no such curve, though single readings can be large; an effect the other way counts as inactive or inconclusive. Potency means the concentration at half of the fitted maximal effect.
# The opening 2 records (preview)
SMILES,GAA glycogen mod,HttQ103 aggreg,IMPase Li cell,GAA inhib,GoLoco inh red,GAA spleen mod,HTT ATP protect
C/C(N)=N\S(=O)(=O)c1ccc(Cl)cc1,-2%,6%,·,-12%,·,-8%,-14%
COc1ccc(NC(=O)Nc2cccc(NC(C)=O)c2)c(OC)c1,5%,13%[9.22 µM],3%,·,-3%,-1%,4%[10 µM]

# The list itself, previewed entries included:
SMILES,GAA glycogen mod,HttQ103 aggreg,IMPase Li cell,GAA inhib,GoLoco inh red,GAA spleen mod,HTT ATP protect
C/C(N)=N\S(=O)(=O)c1ccc(Cl)cc1,-2%,6%,·,-12%,·,-8%,-14%
COc1ccc(NC(=O)Nc2cccc(NC(C)=O)c2)c(OC)c1,5%,13%[9.22 µM],3%,·,-3%,-1%,4%[10 µM]
CN(C)S(=O)(=O)c1cccc(-c2nn(-c3ccccc3)cc2/C=C2\SC(=S)NC2=O)c1,-11%,?,14%,0%,20%,-33%,7%[10 µM]
O=S(=O)(ON(c1ccccc1)S(=O)(=O)c1ccccc1)c1ccccc1,-6%,-4%,6%,-1%,8%,11%,21%[10 µM]
CC(C)(C)c1ccc(C(=O)NC(=S)Nc2nc3c(s2)CCCC3)cc1,9%,-23%,5%,-4%,-1%,-2%,·
CCC(C)Nc1nc(OC(C(F)(F)F)C(F)(F)F)nc(OC(C(F)(F)F)C(F)(F)F)n1 (centres undefined),-16%,-5%,-8%,-3%,-13%,7%,-5%[10 µM]
CSc1nnc(C)c(=O)n1COC(=O)c1ccc([N+](=O)[O-])cc1,-17%,-24%,-1%,-6%,-8%,9%,?
COc1ccc(CN(C)CC(=O)NC(C)c2ccccc2)c(OC)c1 (centres undefined),4%,-13%,-6%,-6%,2%,-1%,-37%[inhibitor]
CCOC(=O)c1ccccc1OCc1cc(/C=N/n2cnnc2)ccc1OC,9%,5%,-1%[38.3 µM],-2%,-38%,-5%,14%
O=C(Nc1ccc(O)c(-c2nc3ccccc3o2)c1)C1(c2ccc([N+](=O)[O-])cc2)CCCC1,2%,?,·,5%,·,0%,0%[10 µM]
O=C(NC1CCCCC1)C(=S)NC1CCCCC1,-1%,6%,-3%,-6%,-5%,2%,-37%[inhibitor]
CC(=O)Nc1ccc(S(=O)(=O)NCc2ccc3[nH]c(C)cc3c2)cc1,-9%,-30%,23%[38.3 µM],-5%,13%,0%,34%[10 µM]
Cc1cc(C)c2c(=O)[nH]c(SCC(=O)c3ccc(F)c(C)c3)nc2n1,14%,-16%[9.22 µM],0%,7%,17%,3%,-2%[10 µM]
Cc1nn(C(=O)CN2C(=O)c3ccccc3C2=O)c(C)c1Br,8%,-3%,0%[38.3 µM],-14%,9%,3%,-26%
N#C/C(=C\c1ccc(N2CCOCC2)o1)C(=O)NCCc1ccccc1,8%,4%[9.22 µM],13%,1%,-8%,-10%,10%[10 µM]
O=C(Nc1ccc2c(c1)OCO2)C1CCCN1C(=O)Nc1ccccc1F (centres undefined),8%,-13%,12%[38.3 µM],6%,-9%,-1%,-12%
COc1ccc(OCCC(=O)N2CCOCC2)cc1,2%,4%,3%,?,8%,1%,16%[10 µM]
COc1ccc(NC(=O)CSc2nnc(-c3ccoc3C)n2CCc2ccccc2)cc1,1%,13%,29%[38.3 µM],-9%,6%,-20%,-26%[10 µM]
COc1ccc(OC)c(/C=N/N(C)c2ccccc2)c1,-12%,-5%[9.22 µM],-4%[38.3 µM],-5%,-13%,3%,-25%
COC(=O)C(C)Sc1nnc(Cc2cc(=O)[nH]c(=O)[nH]2)n1-c1cc(C)ccc1C (centres undefined),-9%,2%,3%[38.3 µM],-4%[15.4 µM],0%,1%,-6%
COC(Cc1nnc(SC)n1-c1ccc(Cl)cc1)OC,4%,-4%,6%[38.3 µM],-5%,6%,1%,11%
O=C(NCC1CCCO1)c1ccc2c(=O)n(CC3CCCO3)c(SCC(=O)N3CCCC3)nc2c1 (centres undefined),-4%,3%,4%,0%,-20%,-7%,-10%
O=C(Nc1ccc(-c2noc(COc3ccccc3Cl)n2)cc1)c1ccco1,1%,?,10%,-4%,30%,-5%,43%[10 µM]
Cc1c(N=Cc2cccs2)c(=O)n(-c2ccccc2)n1C,25µM*,5%,20%[38.3 µM],-3%,-8%,8%,-21%
C[C@H]1Cc2c(COc3ccccc3)nc3c(c2CO1)CN(C(=O)c1cccnc1)CC3,·,·,-1%,·,4%[14.2 µM],4%[17.4 µM],-36%[inhibitor][10 µM]
CCCNS(=O)(=O)c1ccc(NC(=O)c2ccccn2)cc1,6%,-17%,1%[38.3 µM],?,3%,-1%,-23%
CCCCOc1ccc(C2CC(=O)N(C)C2=O)cc1 (centres undefined),-9%,-11%,-10%,1%,-17%,2%,6%[10 µM]
COC(=O)c1ccccc1NS(=O)(=O)c1ccc(F)cc1,0%,-5%,3%,2%,-6%,-2%,-2%[10 µM]
COCC1CCN(Cc2cn(-c3ccccc3F)nc2-c2cc(C)sc2C)CC1,3%,7%[9.22 µM],5%,0%,16%,3%,29%[10 µM]
O=C(COC(=O)CCSc1ccccc1)Nc1ccc(F)cc1Cl,-4%,0%,1%,0%,-5%,2%,8%[10 µM]
C/C(=N\NC(=O)c1cccs1)c1cccnc1,-3%,-21%,1%,-1%,0%,-25%,-58%[inhibitor]
COC(=O)[C@H](C)NC(=O)NCc1ccc(F)cc1,-19%,-1%,29%[38.3 µM],-8%,8%,1%,-1%
Cc1ccc(CC2(O)CC(C)N(C)CC2C)c(C)c1 (centres undefined),2%,-2%,-6%[38.3 µM],1%,5%,-5%,-1%
O=C(Cn1nc(-c2ccccc2)ccc1=O)NCCN1CCN(c2cccc(Cl)c2)CC1,21%,10%,22%[38.3 µM],-11%,9%,-3%,-4%[10 µM]
Cc1nn(C)cc1CN(C)C(=O)c1nn2c(c1Br)NC(c1cccs1)CC2C(F)(F)F (centres undefined),6%,?,0%,-2%,11%,1%,-47%[inhibitor]
COc1ccc2oc(C(=O)OC/C(O)=C(\C#N)c3nc4ccccc4[nH]3)c(C)c2c1,-1%,4%[9.22 µM],·,·,61%[activator],-1%,6%[10 µM]
CCOC(=O)C1CCCN(C(=S)Nc2ccc(C)cc2C)C1 (centres undefined),2%,13%,30%[38.3 µM],-4%,6%,-1%,11%
CCOC(=O)Cc1cn2c(=O)cc(CSCC(=O)Nc3ccc(C)c(C)c3)nc2s1,1%,1%,-2%[38.3 µM],-4%,8%,-1%,-13%[10 µM]
CCN(CC)C(=O)CSc1nnc(-c2ccccn2)n1Cc1ccccc1,9%,-1%[9.22 µM],·,·,4%,-5%,-1%[10 µM]
CSc1cccc(NS(=O)(=O)c2cccs2)c1,-5%,-18%,20%[38.3 µM],-5%,2%,-3%,21%[1.9 µM]
O=C(CSc1nnc(CNC(=O)C23CC4CC(CC(C4)C2)C3)n1-c1ccccc1)Nc1ccc(F)cc1,10%,11%,0%,-5%,-13%,-8%,9%[10 µM]
CCCNS(=O)(=O)c1ccc(CCC(=O)Nc2cc(Cl)ccc2Oc2ccccc2)cc1,-6%,-17%,10%,-7%,0%,-7%,12%[10 µM]
CCCCCC(=O)N(O)C1CC(=O)N(c2ccccc2)C1=O (centres undefined),0%,?,-5%[38.3 µM],2%,-16%,6%,-40%[inhibitor]
O=C(/C=C/c1ccc(N2CCOCC2)cc1)c1ccccc1,8%,6%,1%,-3%,46%[activator],2%,-27%
Nc1cc(Cl)ccc1C(=O)OCC(=O)N1CCOCC1,8%,-24%[9.22 µM],·,12%,6%,8%,-9%[10 µM]

# An excerpt from above in order of the IMPase Li cell value, highest first.
SMILES | IMPase Li cell
CCCNS(=O)(=O)c1ccc(CCC(=O)Nc2cc(Cl)ccc2Oc2ccccc2)cc1 | 10%
O=C(/C=C/c1ccc(N2CCOCC2)cc1)c1ccccc1 | 1%
O=C(CSc1nnc(CNC(=O)C23CC4CC(CC(C4)C2)C3)n1-c1ccccc1)Nc1ccc(F)cc1 | 0%

# The results go on.
SMILES,GAA glycogen mod,HttQ103 aggreg,IMPase Li cell,GAA inhib,GoLoco inh red,GAA spleen mod,HTT ATP protect
COc1ccc(-c2nc3n(n2)C(c2ccccc2)C2=C(CCCC2=O)N3)cc1OC (centres undefined),-8%,29%,7%,7%,5%,5%,10%[10 µM]
COc1ccc(C2C3=C(CCCC3=O)NC3=C2C(=O)c2ccccc23)cc1 (centres undefined),-16%,-23%[9.22 µM],·,·,23%,-4%,7%[10 µM]
CCC(=NCCc1c(C)[nH]c2ccc(C)cc12)C1=C(O)CC(c2ccccc2)CC1=O (centres undefined),1%,?,19%,-5%,4%,8%,-66%[inhibitor][10 µM]
CC1CCCC(NC(=O)COC(=O)c2ccc3ccccc3n2)C1C (centres undefined),-2%,-12%,36%[activator][38.3 µM],-2%,10%,-4%,-11%
COC(=O)c1ccc(COC(=O)Cc2n[nH]c(=O)c3ccccc23)cc1,6%,-1%,8%,2%,7%,2%,-32%[inhibitor]
O=C(Cn1c(NCCO)nc2ccccc21)c1cccs1,-12%,7%,0%[38.3 µM],-2%,-2%,7%,-22%[10 µM]
COc1ccc(S(=O)(=O)NCC2CCC(C(=O)NCCC(C)C)CC2)cc1 (centres undefined),2%,8%,-5%,?,5%,1%,·
COc1ccc(C(=O)NC(=O)COC(=O)c2ccc3ncsc3c2)cc1,15%,-5%,?,3%,5%,0%,27%[10 µM]
Cc1ccc2nc(NCc3ccccc3)c(C=NCc3cccnc3)c(=O)n2c1,-3%,36%[9.22 µM],·,·,3%,2%,-7%[10 µM]
COc1ccc2oc(=O)c(/C(C)=N/NC(=O)c3ccncc3)cc2c1,?,?,8%,-3%,99%[activator],-3%,15%[10 µM]
NC(=O)COC(=O)c1oc2ccccc2c1CSc1ccc(Cl)cc1,-9%,11µM*,1%,4%,1%,0%,32%[10 µM]
OC(CNc1nc2ccccc2s1)c1ccccc1 (centres undefined),1%,-24%,23%[38.3 µM],-4%,-11%,-9%,8%
C=CCn1c(=O)c2ccccc2n2nnc(C(=O)OCC)c12,1%,-14%[9.22 µM],·,·,6%,2%,7%[10 µM]

# Only part of the results is shown (hit frequency here may not be typical).
